Assay outcomes deposited in PubChem by National Center for Advancing Translational Sciences (NCATS).
Vif-A3F inh = qHTS for Inhibitors of Vif-A3F Interactions: qHTS. HeLa A3F-eYFP + Vif (tagged APOBEC3F with the HIV-1 protein that degrades it), YFP fluorescence increase. Potency, µM (titrated, usually from 46.1 µM), without a hit: top-dose activity, negative = active. hit rate 0.2% among 390,000; also: potency is read from the fitted curve at half-maximal effect; % of control where 0% means no effect; nearly all actives have a fitted effect of over 65% in size
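Fluorescence increase (Ex 488/Em 500-530) after overnight compound treatment at 37 deg C flags inhibition of Vif-driven A3F-eYFP loss in stable HeLa A3F-eYFP/Vif cells seeded overnight beforehand.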
D1 antagonist = Antagonist of Human D 1 Dopamine Receptor: qHTS; D(1A) dopamine receptor (Homo sapiens), P21728; HEK293 TREx D1 cells, calcium flux, dopamine EC80; active compounds read low; activity change, negative = inhibition, % at 10 µM; hit rate 3.2% among 360,000; in the data active = activity change below about -30%; also: % is scaled to controls: 0 for no effect and ±100 for the full control effect
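Tetracycline-induced HEK293 Trex D1 cells, force-coupled to calcium, dye-loaded; compounds added and read 180 s, then EC80 dopamine added and calcium flux tracked kinetically another 180 s.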
Glioma ERSR ind = qHTS for Inducers of the Endoplasmic Reticulum Stress Response (ERSR) in Human Glioma: qHTS. U87-MG GRP78 promoter luciferase reporter, 16 h. Potency, µM, for inactives: top-dose activation, hits mostly activators. hit rate 0.02% among 420,000; also: potency is read from the fitted curve at half-maximal effect; series mostly up to about 76 µM; % of control where 0% means no effect; nearly all actives have a fitted effect of over 35% in size
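Stably transfected U87-MG glioma cells carrying a GRP78-based luciferase sensor; 16 h compound incubation. Luminescence end-point read 10 min after Bright-Glo addition at room temperature.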
RXFP1 agonist = qHTS Assay for Agonists of the Relaxin Receptor RXFP1. Relaxin receptor 1 (Homo sapiens), Q9HBX9. HEK293T-RXFP1 cAMP TR-FRET, 30 min; response scale: percent of porcine relaxin response, buffer zero. Potency, µM (doses to about 57.5 µM), for the others: at the top dose activation, usual class: activators. hit rate 0.3% among 370,000. AID 2676, 2010; also: potency is read from the fitted curve at half-maximal effect; % is scaled to controls: 0 for no effect and ±100 for the full control effect; nearly all actives have a fitted effect of over 60% in size; many of its hits are not listed in these tables
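cAMP rise read by TR-FRET after 30 min, 37C compound exposure (up to 58 uM) in RXFP1-transfected HEK293 cells with Ro 20174 present. EC50 from Hill-equation fits, with 29 nM porcine relaxin as 100% and buffer as basal.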
D1 agonist = Allosteric Agonists of the Human D1 Dopamine Receptor: qHTS; HEK293 T-REx D1 cells, calcium flux, agonist mode; activation, % at 2 µM; hit rate 1% among 360,000; in the data active = activation above about 30%; also: 0% is about no effect
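Tetracycline-induced HEK293 TREx D1 cells, force-coupled to calcium signalling, were dye-loaded with a no-wash calcium kit. Compound was pin-added after a 10 s baseline. Fluorescence was read kinetically at 1 cycle/s for 180 s, with calcium rises flagged as agonism.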
D1 potentiator = Potentiators of Human D1 Dopamine Receptor: qHTS | D(1A) dopamine receptor (Homo sapiens), P21728 | HEK293 TREx D1 cells, calcium flux, dopamine EC20 potentiation | potentiation, % at 10 µM | hit rate 0.036% among 360,000 | AID 504651, 2011; in the data active = potentiation above about 30%; also: 0% is about no effect
LDHA block = qHTS assay for inhibitors of human lactate dehydrogenase; L-lactate dehydrogenase A chain (Homo sapiens), P00338; purified LDHA, NADH/diaphorase-resazurin fluorescence; active compounds read low; activity change, % (values are at about 110 or 230 µM); hit rate 0.15% among 480,000; AID 1347041, 2019; in the data active = activity change below about -30%; inconclusive = mostly about -25% to -30%;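 also: plate controls were DMSO wells for no effect and wells without enzyme for full effect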
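LDH5 2 nM; NADH 0.06 mM, pyruvate 0.2 mM; 200 mM Tris pH 7.4, EDTA, Tween-20; 5 min RT. Detection: diaphorase 0.133 mg/mL + resazurin 37 µM, fluorescence ex540/em590 at 0 and 20 min; normalized to enzyme-free and DMSO wells.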
D2 PAM = HTS Assay for Positive Allosteric Modulators of the Human D2 Dopamine Receptor: Primary Screen for Potentiators; D(2) dopamine receptor (Homo sapiens), P14416; HEK293 T-REx D2, calcium flux, EC20 dopamine potentiation; potentiation, % at 10 µM; hit rate 0.34% among 340,000;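 active = potentiation over 3 SD above the plate norm, cut at about 30% in these data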; also: 0% is about no effect
Target sequence (P14416 whole entry, looked up): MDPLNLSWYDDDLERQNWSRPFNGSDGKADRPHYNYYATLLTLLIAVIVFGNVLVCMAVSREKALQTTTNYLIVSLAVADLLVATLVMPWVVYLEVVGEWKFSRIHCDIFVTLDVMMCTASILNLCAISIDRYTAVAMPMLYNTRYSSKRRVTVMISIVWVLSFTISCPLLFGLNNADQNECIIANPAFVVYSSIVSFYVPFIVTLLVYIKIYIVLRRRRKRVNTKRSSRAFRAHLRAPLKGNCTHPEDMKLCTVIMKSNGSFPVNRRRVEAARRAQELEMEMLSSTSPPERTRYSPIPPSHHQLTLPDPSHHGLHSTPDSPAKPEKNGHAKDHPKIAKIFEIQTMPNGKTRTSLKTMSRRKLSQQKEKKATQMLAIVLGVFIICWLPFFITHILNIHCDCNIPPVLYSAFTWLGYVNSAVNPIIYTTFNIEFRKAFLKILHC
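Tetracycline-induced HEK293 T-REx cells force-coupled to calcium signalling expressed D2; compounds were pin-added after a 10 s baseline, read kinetically 180 s, then an EC20 dopamine challenge followed with a further 180 s calcium read.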
Vif-A3G inh = qHTS for Inhibitors of Vif-A3G Interactions: qHTS. DNA dC->dU-editing enzyme APOBEC-3G (Homo sapiens), Q9HC16. HeLa A3G-eYFP + Vif (tagged APOBEC3G with the HIV-1 protein that degrades it), YFP fluorescence, overnight. Potency, µM (top dose mostly 46.1 µM), without a hit: top-dose activity, negative = active, actives largely listed as inhibitors. hit rate 0.076% among 410,000. AID 602310, 2012;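 also: potency is read from the fitted curve at half-maximal effect; % is scaled to controls: 0 for no effect and ±100 for the full control effect; nearly all actives have a fitted effect of over 60% in size; hits raise eYFP signal because A3G escapes Vif-driven loss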
Target sequence (Q9HC16 whole entry, looked up): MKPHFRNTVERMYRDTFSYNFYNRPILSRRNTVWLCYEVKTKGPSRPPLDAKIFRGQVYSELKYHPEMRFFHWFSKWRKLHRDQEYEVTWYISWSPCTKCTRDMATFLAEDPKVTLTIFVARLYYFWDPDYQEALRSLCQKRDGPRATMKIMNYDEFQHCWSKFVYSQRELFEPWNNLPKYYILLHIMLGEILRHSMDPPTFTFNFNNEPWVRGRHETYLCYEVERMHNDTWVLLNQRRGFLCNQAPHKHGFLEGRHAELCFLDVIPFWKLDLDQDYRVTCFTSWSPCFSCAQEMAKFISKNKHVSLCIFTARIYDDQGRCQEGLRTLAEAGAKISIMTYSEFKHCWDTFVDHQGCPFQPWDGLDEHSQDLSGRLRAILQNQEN
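Read-out is eYFP fluorescence (Ex 488/Em 500-530) from Vif-expressing HeLa A3G-eYFP cells; more signal means A3G escaped Vif-mediated degradation. Cells plated overnight, compound pinned in, incubated overnight at 37 deg C.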
An asterisk follows results filed as active; ? = inconclusive; nt = no result given. Unless noted, calls follow the shape of the dose curve; as a rule, active = well fitted curve in the direction sought with a large enough effect; inconclusive = small, poorly fitted or top-dose-only effect, or another doubt; inactive = no such curve, though single readings can be large; an effect the other way counts as inactive or inconclusive. These rows are one share of the data (hit frequency here may not be typical).

SMILES	Vif-A3F inh	D1 antagonist	Glioma ERSR ind	RXFP1 agonist	D1 agonist	D1 potentiator	LDHA block	D2 PAM	Vif-A3G inh
C/C(=N\Nc1nccnc1Cl)c1c(F)c(F)c(F)c(F)c1F	11.5%	11.8	-1.6%	7.3%	-0.5	4.2	-5.9	1.5	0.0%
Nc1nc(NCCOCCO)nc(N2CCCCCC2)c1[N+](=O)[O-]	4.7%	10.1	-0.1%	-2.1%	2.5	-7.6	-23.5	-3.9	1.3%
Cc1ccc(/C=C2\CCC(C3CCCC3)C2=O)cc1 (centres undefined)	-4.4%	4.6	3.9%	0.2%	1.2	-3.4	-9.6	-3.2	-3.8%
CN(/N=C/c1ccc2c(c1)OCO2)c1ccccc1	2.1%	4.0	3.5%	0.3%	5.0	-10.2	1.1	-3.3	-0.1%
CCOC(=O)c1cccc(P(=O)(C(C)(C)C)C(C)(C)C)c1	1.0%	12.5	-2.2%	1.8%	4.1	-1.5	-5.9	-5.8	-0.1%
O=C(COc1ccc(F)cc1Cl)Nc1ccc(S(=O)(=O)Nc2nccs2)cc1	1.0%	14.2	3.2%	3.8%	0.2	-0.2	-12.8	0.9	-0.2%
Cc1[nH]c2ccccc2c1C(O)CN1CCC2(CC1)OCCO2 (centres undefined)	6.5%	12.6	-5.6%	-1.3%	3.9	0.1	-0.7	-4.4	-0.6%
CC(C)c1cc(=O)[nH]c(N2CCN(Cc3ccc4c(c3)OCO4)CC2)n1	0.3%	-5.0	-5.6%	0.9%	0.4	-7.8	-5.2	nt	-9.4%
CC(C)(C)S(=O)(=O)c1cnc2c(-c3ccc(F)cc3)cnn2c1N	-0.2%	-15.1	-2.1%	1.3%	-0.3	-1.6	-1.4	-1.9	-0.5%
Cc1ccc(C)c(N(C)S(=O)(=O)c2ccc3c(c2)oc(=O)n3C)c1	-11.2%	-13.3	-3.5%	-0.9%	1.3	-7.7	-4.2	1.6	1.0%
Cc1ccccc1-c1nnc(SCC(=O)NCc2ccc3c(c2)OCO3)n1C	-1.2%	-1.1	-4.7%	0.0%	-0.5	-3.5	-3.3	-6.0	-0.7%
CCOC(=O)C1CCCN(C/C=C/c2ccccc2[N+](=O)[O-])C1 (centres undefined)	3.7%	-1.1	3.6%	-2.3%	2.7	-4.8	-9.4	-22.1	0.0%
O=C1CNC(c2ccccc2)C(c2ccccc2)N1 (centres undefined)	0.8%	nt	-2.4%	nt	nt	nt	-2.0	nt	1.8%
CO/C([O-])=N/c1c[n+](-c2ccc(C)cc2)no1	1.5%	-3.8	-0.6%	0.2%	0.9	6.5	-0.7	3.9	-6.2%
Cc1ccc(C(=O)Nc2ncn[nH]2)cc1	-6.5%	-6.7	-3.1%	1.0%	0.4	-1.4	-6.2	2.1	-0.2%
Cc1ccc(Nc2c(-c3ccc(N4CCOCC4)cc3)nc3cnccn23)cc1	7.9%	1.8	4.2%	18.2%	0.2	-7.1	9.7	4.1	-10.2%
Cc1onc(-c2ccccc2Cl)c1C(=O)c1ccccc1	-2.7%	-19.9	0.9%	-1.2%	3.3	-2.8	-5.5	1.9	-1.1%
O=C1c2ccccc2NC2CCCCC12 (centres undefined)	-1.8%	0.0	-1.8%	0.3%	-0.8	-2.2	-6.2	3.7	0.7%
O=C1C2CCCCN2C(=O)N1CCN1CCN(c2cccc(Cl)c2)CC1 (centres undefined)	2.8%	nt	-1.0%	nt	nt	nt	-1.8	nt	2.6%
Cc1nn(CC(=O)Nc2cc(F)ccc2F)c(=O)c2cccn12	5.0%	-0.9	-1.3%	?	4.7	-1.1	2.5	-8.7	-1.5%
CCC1=C(OC(=O)N(CC)CC)N2C(=O)OC(=NCCc3c[nH]c4ccccc34)[C@]2(C)[C@H]2C1=CC[C@H]1C(=O)NC(=O)[C@H]12	5.2%	-9.8	-1.0%	-3.2%	-0.5	3.0	-3.6	-7.4	2.2%
NC(=O)c1nc(-c2ccccc2)c(-c2ccccc2)[nH]c1=O	-11.4%	nt	-1.7%	nt	nt	nt	-1.4	nt	-2.3%
O=C(/C=C/c1ccc(O)c(O)c1)c1ccc(S(=O)(=O)N2CCCCCC2)cc1	-0.7%	3.6	?	5.3%	-1.8	-3.8	13.4	2.6	-20.0%
CN1CCc2nc3ccccc3c(C(=O)OCC(=O)N(CCC#N)c3ccccc3)c2C1	11.4%	-7.7	-2.2%	3.7%	3.4	-5.5	-1.6	-3.5	-1.0%
Cc1cc(S(=O)(=O)NC[C@H]2O[C@@H](n3ccc(N)nc3=O)[C@H](O)[C@@H]2O)c(C)s1	-3.2%	nt	-6.5%	nt	nt	nt	-30.6*	nt	-0.8%

Some of the entries so far, bar-delimited:
structure | Vif-A3F inh | D1 antagonist | Glioma ERSR ind | RXFP1 agonist | D1 agonist | D1 potentiator | LDHA block | D2 PAM | Vif-A3G inh
CN(/N=C/c1ccc2c(c1)OCO2)c1ccccc1 | 2.1% | 4.0 | 3.5% | 0.3% | 5.0 | -10.2 | 1.1 | -3.3 | -0.1%
CCOC(=O)c1cccc(P(=O)(C(C)(C)C)C(C)(C)C)c1 | 1.0% | 12.5 | -2.2% | 1.8% | 4.1 | -1.5 | -5.9 | -5.8 | -0.1%

Following part.
SMILES	Vif-A3F inh	D1 antagonist	Glioma ERSR ind	RXFP1 agonist	D1 agonist	D1 potentiator	LDHA block	D2 PAM	Vif-A3G inh
CN(c1ccccc1)S(=O)(=O)c1ccc(C(=O)Nc2ncccc2O)cc1	-23.9%	3.7	12.1%	-0.3%	-0.3	1.9	6.8	7.3	-2.9%
Cc1ccc(S(=O)(=O)N2CCOCC2)cc1C(=O)OCC(=O)Nc1ccc2c(c1)OCO2	3.9%	0.4	-3.1%	3.1%	0.5	0.3	-4.9	-7.1	-0.6%
COCc1nc2sc3c(c2c(=O)[nH]1)CCCC3	-5.4%	19.4	5.1%	0.5%	3.3	-1.9	-0.3	-5.1	0.1%
COc1cccc(N2CCN(C(=O)c3ccc4c(=O)n(CCc5ccccc5)c(=O)[nH]c4c3)CC2)c1	-6.5%	-4.3	-3.2%	-0.5%	-1.3	1.1	-0.7	22.4	-1.4%
CCN1CC2=C(OC(N)=C(C#N)C2c2cccs2)/C(=C\c2cccs2)C1 (centres undefined)	-13.4%	-19.7	-3.1%	0.3%	9.5	-9.1	2.9	-23.3	-12.8%
CCN(CC(=O)NC(=O)Nc1ccccc1F)Cc1ccccc1	5.5%	-2.8	2.6%	-0.8%	-0.9	-3.9	-5.3	27.0	0.7%
COc1nccnc1NS(=O)(=O)c1ccc(NC(=O)c2cccc(C)c2)cc1	1.2%	-21.0	-8.9%	0.3%	1.5	-0.6	-8.7	-13.6	-4.6%
Cn1c(=O)c2c(SCC(=O)N3CCCC3)nc(CC(C)(C)C)nc2n(C)c1=O	0.5%	-3.6	-4.5%	1.2%	-0.6	1.3	1.8	-5.8	0.6%
COc1cc(/C=C/c2c([N+](=O)[O-])c(=O)n(C)c(=O)n2C)cc(OC)c1OC	-0.9%	3.9	-1.9%	4.2%	2.4	-8.2	-3.5	-14.8	0.2%
Cc1cc(=O)n2nc(N3CCC(C(=O)NCCc4ccc(Cl)cc4)CC3)sc2n1	6.4%	-11.2	0.7%	8.1%	-0.4	3.9	-2.0	-11.8	-3.8%
CCOc1ccc(S(=O)(=O)Nc2cccc(C(=O)NCCCN3CCOCC3)c2)cc1	6.8%	-5.0	-3.6%	0.4%	0.6	-1.3	-19.2	13.1	7.3%
NC(=O)C(C1=CCCCC1)c1ccccc1 (centres undefined)	-9.7%	nt	0.4%	nt	nt	nt	-4.2	nt	3.2%
O=C(NC1CCCCCC1)c1cc(=O)[nH]c2ccc(S(=O)(=O)N3CCOCC3)cc12	5.1%	20.1	4.6%	-2.4%	2.2	-3.9	-3.3	1.0	0.3%
COCC(=O)Nc1ccc(S(=O)(=O)Nc2cc(C)nc(C)n2)cc1	-4.0%	-15.7	0.2%	2.5%	2.4	1.6	-9.5	-1.4	0.6%
COc1cc(CC(=O)OCC(=O)Nc2ccc([N+](=O)[O-])cc2)cc(OC)c1OC	1.9%	0.0	-3.2%	2.0%	5.1	-0.8	-1.1	-6.1	0.0%
O=C(Nc1cc(NC(=O)c2ccccc2Cl)ccc1Cl)c1ccccc1	3.4%	-3.2	0.2%	0.0%	-1.3	2.4	-3.7	4.0	-5.9%
COc1ccc(OCCN2CCN(C3CC(=O)N(CCC(C)C)C3=O)CC2)cc1 (centres undefined)	-6.5%	-18.1	-7.0%	1.9%	4.4	-6.2	5.7	-4.9	-5.5%
COc1ccc(CN2CCNC(=O)C2CC(=O)N(C)Cc2nccs2)c(OC)c1 (centres undefined)	-7.9%	1.2	-3.5%	3.1%	0.4	-1.8	-1.6	2.8	-4.0%
Cc1nc2ccccn2c1C(=O)/C=C/c1ccc(F)cc1	-6.8%	-6.7	-4.4%	-1.6%	5.2	-2.9	-5.0	23.3	-25.3%
O=C(c1ccccc1)N1CCCCC(Sc2nnnn2-c2ccccc2)C1=O (centres undefined)	-1.9%	-1.3	0.3%	1.7%	0.6	1.8	-6.5	nt	1.9%
CC(C)Cc1cc(CNC(=O)C2CCC(=O)N(CCc3cccc(F)c3)C2)on1 (centres undefined)	3.1%	19.3	-2.8%	-0.6%	2.4	7.0	2.0	2.4	0.8%
Brc1c(CSc2nncn2-c2ccccc2)nc2ncccn12	1.6%	-20.1	-2.7%	6.4%	0.3	-0.4	-0.6	-1.3	0.4%
Cc1ccc(NC(=O)N2CCOCC2)cc1NC(=O)N1CCOCC1	1.7%	nt	-4.9%	nt	nt	nt	-4.9	nt	0.4%
